TDP1 cell CPT – DT40-hTDP1 cell growth loss with CPT; Potency, µM (highest dose often 46.2 µM), for the others: at the top dose activity change, negative = growth inhibition, most hits filed as inhibitors; chicken DT40 Tdp1-/-;hTDP1 cells + 20 nM CPT, ATP luminescence, 48 h; 12% of 420,000 active; AID 686979; further: nearly all actives have a fitted effect of over 55% in size
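Chicken DT40 Tdp1-/- cells complemented with human TDP1, 400 cells/well, exposed to compounds plus 20 nM camptothecin for at least 48 h at 37 C; viability read as ATP content by CellTiter-Glo luminescence.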
N370S GC – inhibits or activates N370S mutant glucocerebrosidase; 0.092% of 330,000 active; P04062; Potency, µM (top dose mostly 59.4 µM), without a hit: at the top dose activity change, negative = inhibition, hits mostly inhibitors; N370S GC spleen homogenate, 4MU-glucoside fluorescence;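 further: 0% = full enzyme activity and -100% = no enzyme basal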
FEN1 inhibitor – inhibitors of human flap endonuclease 1; P39748; Recombinant FEN1 flap cleavage, fluorescence, 15 min; Potency, µM (series often up to 114 µM), inactives show top-dose activity change, negative = inhibition, actives largely listed as inhibitors; 0.35% of 390,000 active; AID 588795; further: nearly all actives have a fitted effect of over 65% in size
Target sequence (P39748 whole entry, looked up): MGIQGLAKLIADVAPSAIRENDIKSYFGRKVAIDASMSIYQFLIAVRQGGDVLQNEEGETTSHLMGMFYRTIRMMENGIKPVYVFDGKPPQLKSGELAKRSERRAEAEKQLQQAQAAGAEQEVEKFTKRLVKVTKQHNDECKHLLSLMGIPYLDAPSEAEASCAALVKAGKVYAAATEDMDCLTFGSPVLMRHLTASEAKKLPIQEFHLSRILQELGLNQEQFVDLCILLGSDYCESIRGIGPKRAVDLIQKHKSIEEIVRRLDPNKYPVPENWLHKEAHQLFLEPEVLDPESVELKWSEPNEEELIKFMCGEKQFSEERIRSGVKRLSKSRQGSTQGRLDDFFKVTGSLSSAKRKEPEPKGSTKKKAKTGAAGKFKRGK
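In this screen, 50 nM flap DNA substrate was added to 10 nM FEN1 pretreated with compound for 15 min at room temperature; cleavage was followed with reads at 0 and 15 min, and Hill fitting gave concentration–response parameters.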
An asterisk follows results filed as active; ? = inconclusive; · = no result given; & = joins results of further samples; [ ] = remark or other dose. The call rests on the fitted dose curve; in most records, active means well fitted curve in the direction sought with a large enough effect; inconclusive means small, poorly fitted or top-dose-only effect, or another doubt; inactive means no such curve, though single readings can be large; an effect the other way counts as inactive or inconclusive. Unless noted, on the % scale 0 is the no-effect control and ±100 the full control effect; potency means the concentration at half of the fitted maximal effect. Not all compounds are listed (hit frequency here may not be typical).

1: Cc1[nH]n(-c2ccccc2)c(=O)c1/C=N/NC(=O)COc1ccccc1[N+](=O)[O-]
2: Cc1ccc(-c2nc(-c3cccnc3)sc2CC(=O)Nc2ccc(C)c(Cl)c2)cc1
3: COc1ccc(N2C(=O)c3cccc4cccc(c34)C2=O)cc1
4: CCOC(=O)c1cc(-c2ccccc2)n(CC(=O)Nc2ccccc2OCC)c1C
5: CCOC(=O)C1(CCC(C)C)CC(CSc2nc3ccccc3[nH]2)OC1=O (configuration not stated)
6: CCN(CC)CCNC(=O)c1ccc(NC(=O)C2CC(=O)N(c3ccc4c(c3)OCCO4)C2)cc1 (configuration not stated)
7: CC1=C(C(=O)Nc2ccccc2C(=O)NCc2ccccc2)SCCO1
8: CCOC(=O)c1cnc(SC)nc1Sc1ccccc1
Screen / compound no. | 1 | 2 | 3 | 4 | 5 | 6 | 7 | 8
TDP1 cell CPT | 5.8µM* | ? | -4.2% | -81.1% | 11.6µM* | -7.6% | ? | -22.7%
N370S GC | -17.2% | ? | 0.3% | · | -18.1% | 3.9% | 25.0% | 13.4%
FEN1 inhibitor | -10.1% | 16.9% | 6.2% | -1.3% | 1.5% | 14.7% | 10.9% | -4.7%

9: Cc1cccc(/N=C/c2c(C)[nH]n(-c3ccccc3)c2=O)n1
10: COc1ccc(/C=C/C(=O)Nc2c(C)nn(C)c2C)cc1COc1ccc(Cl)cc1Br
11: CC(C)CCNC(=O)NC(=O)COc1ncnc2sccc12
12: COc1cc(C(=S)N2CCN(C(c3ccccc3)c3ccccc3)CC2)cc(OC)c1O
13: COC(=O)/C(=C/c1ccccc1)NC(=O)c1ccco1
14: O=C(NCCOc1ccccc1Cl)C(=O)c1c[nH]c2ccccc12
15: O=C(NCc1ccc2c(c1)CCN2C(=O)c1ccccc1)c1ccco1
16: CC1CCN(C(=O)c2ccc(SCc3ccccc3F)c([N+](=O)[O-])c2)CC1
Screen / compound no. | 9 | 10 | 11 | 12 | 13 | 14 | 15 | 16
TDP1 cell CPT | -9.5% | 18.4µM* | -10.3% | 14.6µM* | -20.5% | ? | ? | -10.6%
N370S GC | -2.7% | -1.6% | -13.7% | -8.0% | 1.1% | -1.7% | · | -21.2%
FEN1 inhibitor | -0.9% | -4.4% | 0.5% | -22.9% | -0.1% | -17.8% | -9.1% | -13.9%

17: COc1ccccc1N1CCN(S(=O)(=O)c2ccc3c(c2)NC(=O)CS3)CC1
18: CN(C)C(=O)C1(c2ccccc2)CCN(S(=O)(=O)c2ccccc2)CC1
19: Cc1cccc(N(Cc2ccccc2F)S(C)(=O)=O)c1
20: COc1cc(C(=O)N(C)CCOc2ccccc2)ccc1OCC(=O)Nc1cccc(C(F)(F)F)c1
21: CS(=O)(=O)Nc1cccc(-c2cc(NCc3cccs3)ncn2)c1
22: CCO[C@@H]1OC(C(=O)N2CCOCC2)=C[C@H](c2ccccc2)[C@H]1CCCO
23: COc1ccc(OC)c(C2CC(=O)C3=C(C2)NC(=O)CC3c2ccc(O)c(OC)c2)c1 (configuration not stated)
24: CCN(CC1CCCO1)C(=O)c1cc(COc2ccccc2SC)on1 (configuration not stated)
Screen / compound no. | 17 | 18 | 19 | 20 | 21 | 22 | 23 | 24
TDP1 cell CPT | -24.9% | ? | 4.6% | 25.9µM* | -10.5% | -15.2% | ? | 16.4µM*
N370S GC | -14.5% | 3.6% | 0.0% | 5.8% | -7.4% | -3.1% | 5.2% | -4.5%
FEN1 inhibitor | -4.2% | 8.8% | -10.3% | -4.3% | · | 5.8% | -13.2% | 0.2%

25: Cn1c(=O)c2c(nc(Oc3ccc4c(c3)OCO4)n2Cc2ccc(F)cc2)n(C)c1=O
26: COc1cccc(-c2nnc(SCC(=O)Nc3ccc(S(N)(=O)=O)cc3)n2C)c1
27: O=C(c1ccco1)N1CCN=C1SCc1ccc(F)cc1
28: O=S(=O)(NCc1ccccc1)c1ccc(S(=O)(=O)N(Cc2ccccn2)C2CCCC2)cc1
29: Cc1c(NC(=O)c2cc(-c3ccc(F)cc3)on2)c(=O)n(-c2ccccc2)n1C
30: COc1cc(CNCCN(C)C)c(Br)cc1OCC(=O)NCc1ccccc1
31: CC[C@@](C)(NS(=O)(=O)OCC(Cl)(Cl)Cl)c1ccccc1
32: CCC(=O)NCCc1nc2cc(NC(=O)c3ccccc3OC)ccc2n1C
Screen / compound no. | 25 | 26 | 27 | 28 | 29 | 30 | 31 | 32
TDP1 cell CPT | ? | 1.0% | 0.2% | ? | 4.4%&-8.5% | -6.5% | -10.0% | ?
N370S GC | -0.8% | 0.3% | -3.2% | -1.4% | -0.6% | 1.1% | -4.8% | 6.9%
FEN1 inhibitor | 0.8% | 7.0% | 16.7% | -23.2% | -5.5%&3.6% | 10.9% | -7.7% | 32.6%[activator]

33: CC(Sc1ncccn1)C(=O)NC1(C#N)CCCCC1 (configuration not stated)
34: COc1ccc(Cl)cc1-c1n[nH]c(=S)n1C
35: Cc1ccc(SC[C@H](Cc2ccccc2)N2CCN(CC(C)C)CCC2=O)cc1
36: O=C(NCC(=O)N1CCN(Cc2ccccc2)CC1)c1ccc(Br)o1
37: O=C(NC1(C(F)(F)F)NC(=O)N(c2ccccc2)C1=O)c1cccs1 (configuration not stated)
38: CCOC(=O)c1cc2c(=O)n3cccc(C)c3nc2n(Cc2ccco2)c1=NC(=O)c1ccccc1
39: Cc1ccc(Cn2c(=O)n(-c3ccc(C)c(C)c3)c(=O)c3c(C)c(C)sc32)cc1
40: Cc1ccc(Nc2c([N+](=O)[O-])cc(C(=O)N3CC(=O)Nc4ccccc43)cc2[N+](=O)[O-])c(C)c1
Screen / compound no. | 33 | 34 | 35 | 36 | 37 | 38 | 39 | 40
TDP1 cell CPT | 9.9% | -7.7% | ? | -8.9% | -9.8% | 29.1µM* | ? | 14.6µM*
N370S GC | · | 4.6% | -12.8% | 1.5% | 0.5% | 17.2% | · | ·
FEN1 inhibitor | 0.4% | -0.4% | -1.0% | -5.4% | 4.0% | -0.7%&-19.4% | -7.0% | -2.4%

41: CC(OC(=O)CCCNC(=O)c1ccc(Cl)cc1)C(=O)N(C)Cc1ccccc1 (configuration not stated)
42: CC1CCCCC1NC(=O)c1ccc(S(=O)(=O)N2CCCC2)cc1 (configuration not stated)
43: Cn1c(=O)n(C/C=C/c2ccccc2)c(=O)c2c1nc1n2CCN1c1ccc(Cl)cc1
44: CC1=CC2=NC(=O)/C(=C\c3cc(C)n(-c4cccc(Cl)c4)c3C)C(=N)N2O1
45: Cc1ccc(N(C)S(=O)(=O)c2c(C)noc2/C=C/N(C)C)cc1
46: CCCCC1NC(C(=O)O)CS1 (configuration not stated)
47: COc1ccc(NC(=O)CN2C(=O)NC(C)(C3CC3)C2=O)c(OC)c1 (configuration not stated)
48: COc1ccc(NC2=Nc3ccccc3CC2)cc1
Screen / compound no. | 41 | 42 | 43 | 44 | 45 | 46 | 47 | 48
TDP1 cell CPT | ? | -5.8% | 4.7% | ? | 18.4µM* | 0.2% | 0.5% | -26.9%
N370S GC | -2.2% | 12.0% | · | 4.9% | -3.1% | -3.6% | · | 0.6%
FEN1 inhibitor | 5.8% | -5.3% | 22.0% | -7.5% | 7.9% | -8.6% | -4.5% | -5.9%

49: CCn1c(SCC(=O)Nc2cccc(C)c2)nc2ccccc2c1=O
50: O=C(C1CCN(S(=O)(=O)c2cccc3cccnc23)CC1)N1CCN(Cc2ccccc2)CC1
51: CCOC(=O)C1(CCc2ccccc2)CCN(Cc2nccn2CC)CC1
52: Cn1c(=O)c2c(n(Cc3ccccc3)c1=O)NC(=O)C2CC(=O)O (configuration not stated)
53: COC(=O)C1=CN(c2cccc(C)c2)C=C(C(=O)OC)C1c1cc(OC)c(O)c([N+](=O)[O-])c1
54: CN(C)S(=O)(=O)Nc1ccc2c(c1)Cc1ccccc1-2
55: Cc1cc(C)n2cc(CSc3ccc(Br)cc3)nc2n1
56: Cc1cccc(OCc2n[nH]c(=S)n2Cc2ccccc2)c1
Screen / compound no. | 49 | 50 | 51 | 52 | 53 | 54 | 55 | 56
TDP1 cell CPT | ? | ? | ? | -19.7% | ? | -4.0% | -20.5% | 1.1%
N370S GC | ? | · | 2.5% | -0.7% | 2.2% | 6.0% | 4.8% | -0.1%
FEN1 inhibitor | 1.0% | -0.8% | -2.7% | -1.0% | -12.0% | 1.9% | 4.1% | -10.1%

57: COc1ccc(NC(=O)CSc2nnnn2-c2ccc(F)cc2)cc1
58: O=[N+]([O-])c1ccc(-c2csc(Nc3ccccc3)[n+]2Cc2ccccc2)cc1
59: Cc1ccc(NC(=O)CN2C(=O)COc3ccc(S(=O)(=O)N4CCCCC4)cc32)cc1N(C)C
60: CCNC(=O)CSc1nnc(-c2cccc(S(=O)(=O)N3CCOCC3)c2)o1
61: N#CCSc1nc2ccccc2c(=O)n1CCC(=O)NCCc1ccccc1
62: CN(C(=O)c1ccc(-c2ccccc2)cc1)C1CCCCC1
63: CCOc1ccccc1CNc1ncnc2onc(-c3ccc(F)cc3)c12
64: COc1cc(NC(=O)c2cc3nc(C)cc(C)n3n2)c(OC)cc1Cl
Screen / compound no. | 57 | 58 | 59 | 60 | 61 | 62 | 63 | 64
TDP1 cell CPT | -11.0% | 20.6µM* | 23.1µM* | -0.1% | -4.3% | ? | 16.4µM* | -19.7%
N370S GC | -23.2% | 13.3% | · | -1.4% | 4.1% | · | · | -5.2%
FEN1 inhibitor | 0.7% | 10.4% | -4.3% | 3.5% | -10.4% | 2.3% | -6.3% | -0.2%

65: Oc1ccc(Cl)cc1C=Nc1ccc2c3c(cccc13)CC2
66: Cc1cc(SCC(=O)OCC(=O)N(C)C2CCS(=O)(=O)C2)c(C)cc1Br (configuration not stated)
67: Cc1cccc(N2CC(C(=O)NCCC3=CCCCC3)CC2=O)c1C (configuration not stated)
68: Cc1nc2ccccn2c1C(=O)OCC#N
69: O=C(Cc1c(F)cccc1Cl)N1CCN(C(=O)c2ccco2)CC1
70: CC(C)O/C(=N/S(=O)(=O)c1ccc(Cl)cc1)c1ccccc1
71: Cn1c(Cn2c(=O)sc3ccccc32)nnc1SCC(=O)NCc1ccc(F)cc1
72: Cc1cccc(NC(=O)CCc2c(C)nn(-c3ccc(N4CCOCC4)nn3)c2C)c1
Screen / compound no. | 65 | 66 | 67 | 68 | 69 | 70 | 71 | 72
TDP1 cell CPT | 2.0% | ? | ? | -6.4% | ? | 9.2% | 8.0% | -29.3%
N370S GC | -5.3% | -5.1% | -2.4% | -20.0% | 3.9% | · | -8.2% | -7.4%
FEN1 inhibitor | -1.7% | -0.6% | -2.1% | -10.4% | 7.2% | 2.8% | 7.6% | -15.7%

73: C=CC[C@@H](CC(=O)N[C@@H](CO)Cc1ccccc1)C(=O)N[C@H](COC(=O)[C@@H](CC=C)Cc1ccc(F)cc1)Cc1ccccc1
74: Cc1ccc2nc(/C(C#N)=C/c3ccc(O)c(O)c3)[nH]c2c1
75: COc1cccc(CNC(=O)COC(=O)c2cccc(S(=O)(=O)N3CCCC3)c2)c1
76: C/C=C/c1ccc(OCC(O)CN2CCCCC2CC)c(OC)c1 (configuration not stated)
77: CN(C(=O)c1ccnn1C)C1CCCN(Cc2ccccc2F)C1 (configuration not stated)
78: COc1ccccc1NC(=S)N1CC(C)OC(C)C1 (configuration not stated)
Screen / compound no. | 73 | 74 | 75 | 76 | 77 | 78
TDP1 cell CPT | ? | 18.4µM* | 0.0% | 11.1% | -8.1% | -11.6%
N370S GC | · | ? | -3.2% | -25.8% | 0.0% | -18.8%
FEN1 inhibitor | -0.8% | ? | 2.7% | -0.7% | -19.7% | 17.5%
